EPAC1 antag: qHTS for Antagonist of cAMP-regulated guanine nucleotide exchange factor 3 (EPAC1): primary screen | Rap guanine nucleotide exchange factor 3 (Homo sapiens), O95398 | EPAC1 GEF assay, Rap1b-BODIPY-GDP exchange fluorescence | Potency, µM (highest dose often 115 µM), without a hit: at the top dose activity change, negative = inhibition, hits mostly inhibitors | 360,000 tested, 0.14% active;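 further: potency means the concentration at half of the fitted maximal effect; plate controls were vehicle for no effect and positive control for full effect; nearly all actives have a fitted effect of over 50% in size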
PI5P4Ka inh: qHTS for Inhibitors of phosphatidylinositol 5-phosphate 4-kinase (PI5P4K); Phosphatidylinositol 5-phosphate 4-kinase type-2 alpha (Homo sapiens), P48426; PI5P4Kalpha enzyme, ADP-Glo luminescence, 60 min; hits give low values; max response, %; 330,000 tested, 1.2% active; AID 652105, 2013; active means max response of -50% or lower; inconclusive means between -30% and -50%; inactive means -30% or higher; further: value at the top dose of about 77 µM; on the % scale 0 is the no-effect control and ±100 the full control effect
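Quantitative HTS of the MLSMR library against PI5P4Kalpha with substrate. ATP added last at 5 microM final; room temperature, 60 minutes. Remaining ATP depleted, ADP converted and read as luminescence.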
PLK1 PBD inh: qHTS for Inhibitors of PLK1-PDB (polo-like kinase 1 - polo-box domain): Primary Screen | Serine/threonine-protein kinase PLK1 (Homo sapiens), P53350 | Plk1 PBD binding of FITC phosphopeptide, fluorescence polarization | Potency, µM, for inactives: max response, negative = inhibition, usual class: inhibitors | 360,000 tested, 2.8% active | AID 720504, 2013; further: potency means the concentration at half of the fitted maximal effect; series mostly up to about 57 µM; on the % scale 0 is the no-effect control and ±100 the full control effect; nearly all actives have a fitted effect of over 65% in size
WRN helicase inh: qHTS for Inhibitors of WRN Helicase. Bifunctional 3'-5' exonuclease/ATP-dependent helicase WRN (Homo sapiens), Q14191. WRN helicase unwinding, fluorescent forked duplex, kinetic. Potency, µM (series often up to 114 µM), for inactives: at the top dose activity change, negative = inhibition, most hits filed as inhibitors. 360,000 tested, 0.46% active. AID 651768, 2012; further: potency means the concentration at half of the fitted maximal effect; on the % scale 0 is the no-effect control and ±100 the full control effect; nearly all actives have a fitted effect of over 55% in size
Target sequence (Q14191 whole entry, looked up): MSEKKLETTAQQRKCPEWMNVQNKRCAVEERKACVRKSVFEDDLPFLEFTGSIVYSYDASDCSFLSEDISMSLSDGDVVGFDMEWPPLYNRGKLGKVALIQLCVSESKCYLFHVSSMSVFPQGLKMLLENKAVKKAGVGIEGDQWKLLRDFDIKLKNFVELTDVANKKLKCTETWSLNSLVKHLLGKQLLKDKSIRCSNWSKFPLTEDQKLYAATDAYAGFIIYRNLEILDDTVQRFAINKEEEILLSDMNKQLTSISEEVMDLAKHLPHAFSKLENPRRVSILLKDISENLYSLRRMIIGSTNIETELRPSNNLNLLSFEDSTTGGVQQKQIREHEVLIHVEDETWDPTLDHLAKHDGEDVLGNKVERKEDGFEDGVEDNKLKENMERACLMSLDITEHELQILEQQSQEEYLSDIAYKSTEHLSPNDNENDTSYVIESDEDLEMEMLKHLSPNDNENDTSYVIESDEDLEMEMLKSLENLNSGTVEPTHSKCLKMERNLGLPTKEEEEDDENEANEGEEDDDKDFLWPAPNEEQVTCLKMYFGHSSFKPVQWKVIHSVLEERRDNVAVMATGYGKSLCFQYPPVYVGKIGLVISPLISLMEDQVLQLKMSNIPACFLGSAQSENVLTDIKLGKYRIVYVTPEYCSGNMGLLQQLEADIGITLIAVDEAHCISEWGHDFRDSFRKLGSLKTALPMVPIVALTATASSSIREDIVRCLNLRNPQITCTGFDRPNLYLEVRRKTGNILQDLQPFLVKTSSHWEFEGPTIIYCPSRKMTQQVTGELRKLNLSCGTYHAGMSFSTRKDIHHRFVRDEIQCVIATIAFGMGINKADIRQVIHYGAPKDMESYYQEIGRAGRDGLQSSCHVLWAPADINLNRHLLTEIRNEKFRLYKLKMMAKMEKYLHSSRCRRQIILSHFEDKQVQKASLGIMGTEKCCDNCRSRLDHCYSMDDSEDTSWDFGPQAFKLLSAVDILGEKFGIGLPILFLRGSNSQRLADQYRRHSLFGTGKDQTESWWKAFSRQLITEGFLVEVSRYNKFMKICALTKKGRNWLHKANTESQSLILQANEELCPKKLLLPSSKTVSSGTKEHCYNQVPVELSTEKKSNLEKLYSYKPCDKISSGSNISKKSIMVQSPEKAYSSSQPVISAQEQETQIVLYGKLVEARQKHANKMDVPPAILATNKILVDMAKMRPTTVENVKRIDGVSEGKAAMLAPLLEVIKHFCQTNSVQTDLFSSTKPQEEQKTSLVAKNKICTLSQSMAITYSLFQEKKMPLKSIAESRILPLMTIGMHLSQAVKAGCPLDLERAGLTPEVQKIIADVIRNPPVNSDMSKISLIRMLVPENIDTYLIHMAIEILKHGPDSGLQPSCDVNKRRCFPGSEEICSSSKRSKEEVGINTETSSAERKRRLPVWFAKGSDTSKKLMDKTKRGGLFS
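WRN at 20 nM final preincubated with compound 15 min at room temperature; reaction started with 100 nM fluorophore/quencher forked duplex oligonucleotide and 2 mM ATP final. Unwinding followed kinetically by red fluorescence (ex 525, em 598 nm).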
EPAC2 antagonist: qHTS for Antagonist of cAMP-regulated guanine nucleotide exchange factor 2 (EPAC2): primary screen. Rap guanine nucleotide exchange factor 4 (Homo sapiens), Q8WZA2. EPAC2 GEF exchange of Rap1B-BODIPY-GDP, fluorescence. Potency, µM (doses to about 114 µM), for the others: at the highest dose activity, negative = inhibition, usual class: inhibitors. 360,000 tested, 0.18% active. AID 720708, 2013; further: potency means the concentration at half of the fitted maximal effect; on the % scale 0 is the no-effect control and ±100 the full control effect; nearly all actives have a fitted effect of over 45% in size; many of its hits are not listed in these tables
Mm-Cpn inhibitor: Inhibitors of TCP-1 ring complex (TRiC) of Methanococcus maripaludis (MmCpn): qHTS; 330,000 tested, 0.031% active; Chaperonin Mm-Cpn (Methanococcus maripaludis); Potency, µM (titrated, usually from 76.9 µM), without a hit: top-dose activity, negative = inhibition, hits mostly inhibitors; purified Mm-Cpn ATPase, ADP Transcreener TR-FRET; further: potency means the concentration at half of the fitted maximal effect; on the % scale 0 is the no-effect control and ±100 the full control effect; nearly all actives have a fitted effect of over 80% in size
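TR-FRET (320 nm excitation; 590 and 665 nm emission) reports ADP made from 10 uM ATP by 25 nM enzyme; compounds were preincubated 10 min, reaction run 30 min, both at 37°C.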
EPAC1 ag: qHTS for Agonist of cAMP-regulated guanine nucleotide exchange factor 3 (EPAC1): primary screen. Rap guanine nucleotide exchange factor 3 (Homo sapiens), O95398. 360,000 tested, 0.073% active. EPAC1 agonist qHTS, biochemical assay; response scale: 100% = response to 6.5 mM cAMP. Potency, µM (top dose mostly 154 µM), inactives show at the top dose activation, actives largely listed as activators; further: potency means the concentration at half of the fitted maximal effect; nearly all actives have a fitted effect of over 60% in size
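EPAC1 100 nM, Rap1B–BODIPY-GDP 250 nM, unlabeled GDP 50 uM; compound titration; 5 min RT; kinetic read ex480/em540 at 5-min intervals ×30 min; data normalized to 6.5 mM cAMP agonist control.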
CCT chaperon mod: High-Throughput Screening for Modulators of Cytosolic Chaperonin Activity | purified chaperonin ATPase assay, HTRF ADP detection, 30 min | activity change, % (test concentration not listed), hits read low | 360,000 tested, 0.3% active | AID 651819, 2012; in the data active means activity change below about -30%; further: on the % scale 0 is the no-effect control and ±100 the full control effect
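We incubate TRiC, 40 or 20 nM final, with library compounds at 76 uM and 10 uM ATP for 30 min at 37 °C. ADP formed is detected with Transcreener HTRF reagents after 30 min at room temperature.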
* = called active by the depositor; ? = inconclusive; · = no result given; [ ] = dose if it differs, or a comment. Unless noted, the call rests on the fitted dose curve; in most records, active means well fitted curve in the direction sought with a large enough effect; inconclusive means small, poorly fitted or top-dose-only effect, or another doubt; inactive means no such curve, though single readings can be large; an effect the other way counts as inactive or inconclusive. The list is partial; count on the stated rates, not on these rows.

Compound | EPAC1 antag | PI5P4Ka inh | PLK1 PBD inh | WRN helicase inh | EPAC2 antagonist | Mm-Cpn inhibitor | EPAC1 ag | CCT chaperon mod
O=C(/C=C\Nc1ccc2c(c1)OCO2)c1cccs1 | 7% | -23 | ? | -2% | 14% | -1% | 6% | -2.4
COc1ccc2c(c1)OC[C@H]1[C@H]2N2C(=O)c3ccc(F)cc3NC(=O)[C@@]2(C)[C@H]1c1ccccc1 | -17% | 1 | -3% | -3% | 12% | · | -24% | 1.0
CCN(c1cccc(C)c1)S(=O)(=O)c1c(C)[nH]c(=O)[nH]c1=O | 2% | · | -9% | -7% | -1% | 0% | 8% | -2.0
CCCCCCc1cc2cc(-c3nnc(-c4ccccc4)o3)c(=O)oc2cc1O | 49%[activator] | -29 | ? | 56µM* | 34%[activator] | -1% | 99% | -2.0
Cc1c(C)n2c(SCC(=O)N3CCCCCC3)nnc2[nH]c1=O | -5% | 2 | 4% | 8% | 11% | 2% | -1% | 1.0
C[C@H](NC(=O)Cn1cncn1)c1ccccc1 | -1% | 0 | -2% | 1% | 0%[57.1 µM] | 1% | -2% | -1.7
CCOc1ccc(NC(=O)CN(C)C(=O)c2ccc(C3SCCS3)cc2)cc1OCC | -15% | 1 | -3% | -6% | -16% | 1% | -7% | 0.2
O=Cc1cc([N+](=O)[O-])ccc1N1CCOCC1 | -5% | -7 | -8% | -14% | 10% | 1% | -14% | 0.2
COc1cccc(/C=C2\Oc3cc(OC(=O)N4CCOCC4)ccc3C2=O)c1 | 6% | 0 | -10% | 2% | -1% | 1% | 8% | -3.4
CN(C1CCCCC1)S(=O)(=O)c1cc2c(cc1Cl)NC(=O)CO2 | -4% | -28 | -9% | -3% | -8% | -11% | 7% | 0.7
Cc1ccc(CNC(=O)/C=C/c2ccc(S(=O)(=O)N3CCOCC3)cc2)cc1 | -2% | -2 | 2% | 4% | 0% | 0% | -4% | -0.1
COCc1nc(-c2ccc(-c3ccccc3)nc2OC)no1 | 0% | 2 | -3% | 1% | -1% | -1% | 0% | -1.7
CCc1[nH]c(=O)c(C#N)c2c1COC(C)(C)C2 | 22% | · | 0% | -14% | 13% | -1% | -6% | 1.7
COc1ccc(NC(=O)COC(=O)C2CCCCC2)c([N+](=O)[O-])c1 | -3% | 4 | -14% | -8% | -3% | 3% | 6% | -1.2
O=C(CCN1CCOCC1)Nc1ccc2c(c1)CCC2 | 0% | 2 | 2% | 2% | 8% | 1% | 3% | -0.6
Cn1cc([N+](=O)[O-])c(C(=O)Nc2ccc(C(=O)N3CCCCC3)cc2)n1 | -3% | -5 | 1% | 3% | 6% | 1% | 9% | 0.0
COc1ccc(CCNS(=O)(=O)c2c(C)[nH]c(C)c2C(=O)N2CCCCC2)cc1OC | 35%[activator] | -5 | -6% | 3% | 20% | 1% | -8% | 1.6
FC(F)(F)c1cccc(-c2nc(-c3ccncc3)no2)c1 | 2% | 14 | 0% | 2% | 3% | -8% | -4% | -2.4
Nc1c(C(=O)NCc2ccc3c(c2)OCO3)nnn1-c1ccc(OC(F)(F)F)cc1 | -17% | 0 | -11% | -12% | -7% | 0% | -6% | -0.3
Cc1ccc(CNS(=O)(=O)c2cc3c4c(c2)CCN4C(=O)CC3)cc1 | -1% | -8 | 3% | -4% | -4% | 1% | 0% | 0.2
O=C(Cc1ccccc1[N+](=O)[O-])NCC(O)c1ccc2c(c1)OCO2 (stereo not given) | -1% | 1 | -13% | 5% | 12% | · | 2% | -3.0
O=[N+]([O-])c1cnn(-c2nc(-c3ccco3)cc(C(F)(F)F)n2)c1 | 17% | -6 | 5% | 5% | 3% | -6% | -4% | -11
COCCCNC(=O)CN1C(=O)COc2ccc(S(=O)(=O)N3CCOCC3)cc21 | 11% | 4 | -6% | -5% | -3% | -1% | 2% | -0.9
Cc1ccc(S(=O)(=O)N(CCCO)Cc2cc3c(C)ccc(C)c3[nH]c2=O)cc1 | -3% | · | -8% | 0% | 0% | 0% | 1% | -0.8
COC(=O)c1ccc2nc(-c3ccc(OC)c(OC)c3)c(Cc3ccc(OC)cc3C)n2c1 | 2% | -1 | -16% | -1% | -7% | · | 10% | -21
COCCn1c(=NC(=O)c2ccc(S(=O)(=O)N3CCc4ccccc4C3)cc2)sc2cc(OC)ccc21 | 5% | -2 | -9% | -24% | 9% | -3% | -11% | -4.1
COc1ccc(N2CCN(Cc3cc4c(cc3O)CCC4)CC2)cc1 | -10% | · | 1% | 0% | -4% | 2% | 11% | -2.2
O=C(Nc1cccnc1)Nc1ccccc1Cl | 1% | · | -3% | 6% | 9% | -1% | 0% | 0.9
COc1ccc(N(C(=O)c2ccc(Cl)cc2)C2=CC3CCC(C2)N3C)cc1 (stereo not given) | 7% | -4 | -4% | 0% | 12% | 0% | 4% | -0.2
CC(=O)C1CCC2C3CCC4CC(=O)CCC4(C)C3C(C)(O)CC12C (stereo not given) | -7% | 0 | -1% | 9% | 15% | · | -10% | 0.2

(list continues)
SMILES | EPAC1 antag | PI5P4Ka inh | PLK1 PBD inh | WRN helicase inh | EPAC2 antagonist | Mm-Cpn inhibitor | EPAC1 ag | CCT chaperon mod
c1ccc(-c2[nH]ncc2-c2nc3ccccc3[nH]2)cc1 | -2% | · | 0% | -8% | 0% | -1% | 2% | -1.9
COCCCNC(=O)Cn1cc(C(=O)C2CC2)c2ccccc21 | 11% | -5 | -6% | 8% | 12% | 0% | 1% | -2.2
COc1ccccc1-n1cc(CN2CCN(C3CCCCC3)C(CCO)C2)cn1 (stereo not given) | 4% | -5 | -8% | -2% | 1% | 2% | 1% | 2.4
CN(C)S(=O)(=O)c1ccc(N2CCCC2)c(C(=O)Nc2ccc(N3CCOCC3)cc2)c1 | 8% | 2 | -1% | 1% | -2% | -4% | 6% | -0.9
COc1ccc(-[n+]2c(C)cc(/C=C3\Sc4ccccc4N3C)cc2C)cc1 | 6% | -6 | 17% | ? | -9% | -7% | 16% | -3.7
C/C(=N\Nc1nc(C)cc(-c2ccccc2)n1)c1ccc(C)o1 | 6% | -10 | 1% | -14% | 4% | 0% | 6% | 2.7
COCCn1c(-c2ccccc2F)n[nH]c1=S | -2% | -8 | -7% | 9% | 8% | 0% | -1% | -4.6
COc1cc(OC)cc(C(=O)Nc2ccc(Nc3ccccc3)cc2)c1 | -4% | -8 | -3% | -4% | -2% | -1% | 5% | -1.3
COc1ccc(NC(=O)C(C2CC2)n2c(=O)c(-c3ccco3)nc3ccccc32)cc1 (stereo not given) | 5% | -8 | -8% | -2% | 2% | · | -12% | ·
COc1ccc(C(=O)NCC(C)(C)CNC(=O)c2ccc(OC)c(OC)c2)cc1OC | -5% | 4 | -3% | 0% | 2% | · | -9% | 0.1
Cc1ccc(S(=O)(=O)N/N=C/c2c[nH]c3ccccc23)cc1 | -3% | 1 | 5% | -9% | -14% | -1% | 2% | 0.5
C[C@H]1CN([C@@H](C)CO)C(=O)Cc2cc(NC(=O)Cc3cn(C)c4ccccc34)ccc2O[C@@H]1CN(C)S(=O)(=O)c1cn(C)cn1 | -6% | -3 | -10% | -2% | -15% | -3% | 3% | 0.8

The list goes on; it opens with the four that closed the last part.
SMILES | EPAC1 antag | PI5P4Ka inh | PLK1 PBD inh | WRN helicase inh | EPAC2 antagonist | Mm-Cpn inhibitor | EPAC1 ag | CCT chaperon mod
COc1ccc(NC(=O)C(C2CC2)n2c(=O)c(-c3ccco3)nc3ccccc32)cc1 (stereo not given) | 5% | -8 | -8% | -2% | 2% | · | -12% | ·
COc1ccc(C(=O)NCC(C)(C)CNC(=O)c2ccc(OC)c(OC)c2)cc1OC | -5% | 4 | -3% | 0% | 2% | · | -9% | 0.1
Cc1ccc(S(=O)(=O)N/N=C/c2c[nH]c3ccccc23)cc1 | -3% | 1 | 5% | -9% | -14% | -1% | 2% | 0.5
C[C@H]1CN([C@@H](C)CO)C(=O)Cc2cc(NC(=O)Cc3cn(C)c4ccccc34)ccc2O[C@@H]1CN(C)S(=O)(=O)c1cn(C)cn1 | -6% | -3 | -10% | -2% | -15% | -3% | 3% | 0.8
Cc1ccc(S(=O)(=O)N(C)CC(=O)NC2CC(C)(C)NC(C)(C)C2)cc1 | 13% | -2 | -8% | -7% | -2% | 1% | 3% | 0.0
Cc1ccc(C23CC4CC(CC(NC(=O)NC(C)(C)CO)(C4)C2)C3)cc1 | -6% | 6 | 3% | -7% | -13% | -2% | 11% | 0.5
Cc1ccc(N2C(=O)C3N=NN(CC(=O)N4N=C(c5ccccc5)CC4c4ccccc4)C3C2=O)cc1 (stereo not given) | 2% | -6 | -23% | -1% | -1% | 1% | 7% | -1.9
CCCCn1c(SCC(=O)c2ccc(OC)c(OC)c2)nc2cc(S(N)(=O)=O)ccc21 | 5% | · | -5% | 3% | 3% | -1% | 7% | -3.4
CN(c1ccccc1)S(=O)(=O)c1cccc(NS(=O)(=O)c2ccc(/C=C/C(=O)O)cc2)c1 | -13% | -4 | -24% | -12% | 2% | -1% | -1% | -3.4
Cc1c(C(=O)N2CCCCC2)c(S(=O)(=O)NCc2ccc(N(C)C)cc2)c(C)n1C | -1% | 1 | -15% | 4% | -9% | 1% | -4% | -1.4
